# Source: PubChem BioAssay
# MDM2 E3 inh = Mdm2 E3 ligase (human) inhibition | Q00987 | cell-based MDM2 ubiquitination luciferase reporter, 2 h; 0 = plate control, 100 = twice control, blank-subtracted | signal enhancement, % at 5 µM | 210,000 compounds, 0.11% hits | AID 1230;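 active = signal enhancement of 30% or more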;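 note: luminescence tracks abundance of the self-degrading MDM2-luciferase fusion protein; higher signal means inhibition of MDM2 E3 ligase activity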
#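 test system = mammalian cells stably expressing self-ubiquitinating, self-degrading MDM2 E3–luciferase fusion | quantity = 2000 cells/well | incubation = cell settling 4 h, compound treatment 2 h, both 37 °C | signal = luminescence with SteadyLite reagent, 15 min at room temperature | evaluation = % enhancement relative to plate controls after blank subtraction | benchmarks = plate controls and plate blanks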
# NPY-Y1 antag = NPY-Y1 (human) receptor antagonism; 200,000 compounds, 1% hits; HEK293-CNG Y1 cells, membrane potential fluorescence; NPY at EC95, then isoproterenol; AID 1040; inhibition, % at 3.6 µM;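 active = inhibition above the campaign mean inhibition of all tested compounds plus 3 SD, cut at about 20% in these data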;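 note: 0% = DMSO wells given NPY plus isoproterenol and 100% = isoproterenol alone without NPY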
#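 material = HEK293 cells with Y1 receptor plus CNG channel | also added = NPY 25 nM then isoproterenol 1 µM plus Ro 20-1724 25 µM | schedule = dye 3 h, compound 60 min room temperature, stimulation 45 min | measured by = membrane potential fluorescence | benchmarks = high control isoproterenol alone, low control NPY with isoproterenol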
# RBBP9 inh = blocks human serine hydrolase RBBP9. inhibition, % at 7.94 µM. 220,000 compounds, 0.2% hits. O75884. recombinant RBBP9, FP-Rh probe fluorescence polarization. AID 1515;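 active = inhibition above the campaign mean of all tested compounds plus 3 SD, cut at about 14% in these data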;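 note: plate controls were DMSO wells with RBBP9 for no effect and wells lacking RBBP9 protein for full effect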
# Target sequence (O75884 whole entry, looked up): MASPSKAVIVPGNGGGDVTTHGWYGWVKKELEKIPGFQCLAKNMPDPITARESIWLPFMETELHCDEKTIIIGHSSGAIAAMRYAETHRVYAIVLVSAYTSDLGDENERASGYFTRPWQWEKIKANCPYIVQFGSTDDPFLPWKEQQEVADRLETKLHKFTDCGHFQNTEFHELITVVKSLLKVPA
#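 System: RBBP9 protein | Quantity: 2.5 µM RBBP9 dispensing solution, before mixing | Reagent: FP-Rh probe, 375 nM dispensing solution | Timing: Enzyme-compound preincubation 30 min, then probe labeling 45 min, 25 °C | Measured by: Fluorescence polarization | Read-out: % inhibition | Replication: One well per compound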
# Hck Nef HTS = blocks Nef-activated human Hck kinase | P08631 | Recombinant Hck-YEEI plus Nef, Z-Lyte FRET kinase assay | inhibition, % at 20 µM | 220,000 compounds, 0.68% hits;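 active = Hck-Nef kinase inhibition above about 50%, limit read from the data; inactive = inhibition below that limit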;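 note: 0% = DMSO with Hck plus Nef and 100% = Hck alone without Nef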
# NPY2 pot ag = potentiators or agonists of human neuropeptide Y receptor Y2 | P49146 | cells expressing NPY-Y2, potentiator/agonist read-out | activation, % at 3.6 µM | 220,000 compounds, 0.45% hits; in the data active = activation above about 27%;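 note: cells stimulated with NPY near EC25 plus isoproterenol at EC100; 0% = vehicle plus submaximal agonist and 100% = vehicle plus saturating agonist; some results beyond the cut were filed as inactive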
# p97 inhibitor = blocks human p97 ATPase activity | AID 1481 | 220,000 compounds, 0.42% hits | inhibition, % at 8 µM | recombinant p97 ATPase, Kinase-Glo ATP luminescence, 3 h; in the data active = inhibition above about 15%;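 note: 0% = DMSO vehicle and 100% = wells lacking enzyme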
# Target sequence (P55072 whole entry, looked up): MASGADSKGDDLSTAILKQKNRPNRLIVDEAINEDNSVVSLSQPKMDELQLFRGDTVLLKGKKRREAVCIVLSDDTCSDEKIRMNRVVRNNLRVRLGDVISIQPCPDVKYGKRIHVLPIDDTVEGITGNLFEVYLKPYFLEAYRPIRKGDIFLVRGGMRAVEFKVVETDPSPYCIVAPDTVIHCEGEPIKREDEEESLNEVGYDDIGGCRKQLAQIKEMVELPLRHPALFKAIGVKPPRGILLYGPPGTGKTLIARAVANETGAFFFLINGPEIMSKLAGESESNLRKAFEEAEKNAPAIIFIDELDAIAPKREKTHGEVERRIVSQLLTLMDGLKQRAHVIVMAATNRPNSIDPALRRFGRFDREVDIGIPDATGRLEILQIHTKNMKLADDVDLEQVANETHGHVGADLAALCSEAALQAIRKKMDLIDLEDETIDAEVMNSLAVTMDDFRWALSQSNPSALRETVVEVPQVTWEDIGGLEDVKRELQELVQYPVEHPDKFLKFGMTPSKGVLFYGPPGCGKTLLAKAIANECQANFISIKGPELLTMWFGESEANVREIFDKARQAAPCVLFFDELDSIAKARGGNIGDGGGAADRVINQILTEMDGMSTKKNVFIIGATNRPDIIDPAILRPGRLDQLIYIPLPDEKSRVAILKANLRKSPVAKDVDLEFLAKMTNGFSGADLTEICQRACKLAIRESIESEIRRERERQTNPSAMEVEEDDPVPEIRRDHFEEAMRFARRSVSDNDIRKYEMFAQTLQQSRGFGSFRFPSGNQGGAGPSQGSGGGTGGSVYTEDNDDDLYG
# Runt-SMMHC FRET = inhibitors of human RUNX1 Runt domain binding to CBFb-SMMHC; Cerulean-Runt/Venus-CBFb-SMMHC FRET ratio 530/480, 1 h; inhibition, % at 20 µM; 220,000 compounds, 0.74% hits; AID 1434;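 active = mean inhibition across duplicate retests at 20 µM reaching about 50%, limit read from the data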;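 note: 0% = DMSO wells and 100% = wells with excess untagged CBFb-SMMHC; inhibitors lower the FRET ratio by blocking Runt binding to CBFb-SMMHC; some results filed as inactive read as strong as hits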
# Runt-CBFb FRET = inhibitors of human RUNX1 Runt domain binding to CBFb; Q01196+Q13951; Cerulean-Runt/Venus-CBFb FRET ratio 530/480, 1 h; inhibition, % at 20 µM; 220,000 compounds, 0.46% hits; AID 1496;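 active = inhibition over about 50% at 20 µM in the single-dose screen, limit read from the data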;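 note: 0% = DMSO wells and 100% = excess unlabeled CBFb competitor control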
#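 test system = Cerulean-tagged RUNX1 Runt domain (FRET donor) fusion protein | reagent = Venus-CBFb binding partner, 100 nM | incubation = protein complex preformed 1 h, compound exposure 1 h, room temperature, dark | detection = FRET fluorescence | read-out basis = loss of energy transfer signal | controls = 5 µM unlabeled CBFb as full-inhibition high control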
# NPY1 pot ag = potentiators or agonists of human neuropeptide Y receptor Y1; P25929; 220,000 compounds, 0.37% hits; activation, % at 3.6 µM; AID 1304; NPY-Y1 expressing cells, potentiator/agonist activation; in the data active = activation above about 33%, passing the limit was not always enough;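 note: cells stimulated with NPY at EC10 then isoproterenol at EC100; 0% = low agonist plus stimulus and 100% = saturating agonist plus stimulus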
# Active calls of the source: *; · = no result given. Not a hit list; about 3.5% have a hit in one of these screens.
NPY2 pot ag	NPY1 pot ag	RBBP9 inh	Runt-SMMHC FRET	MDM2 E3 inh	Hck Nef HTS	NPY-Y1 antag	Runt-CBFb FRET	p97 inhibitor	smiles
-5	-25	-3	-2	12	10	4	-1	4	O=C(/C=C/c1ccc(Cl)cc1)NC(=S)Nc1ccc(CN2CCOCC2)cc1
0	4	5	-47	-1	0	6	-2	3	CN(C)C(CNC(=O)c1ccc(S(=O)(=O)NCc2ccco2)cc1)c1ccccc1 (stereo unspecified)
-5	-16	0	1	-8	1	3	-1	6	CCOC(=O)C1C(=O)OC2(CCOC(C)(C)C2)C1C(=O)OCC (stereo unspecified)
·	·	·	2	16	27	·	1	·	COC(C[C@@H](O)[C@@H](C)[C@@H](O)COCc1ccccc1)OC
-16	-12	-5	3	-4	17	·	0	1	Cc1ccc2c(c1)C(c1ccccc1)CC(=O)O2 (stereo unspecified)
-5	-6	-4	-6	-6	-9	6	1	0	COc1ccc(N2CCN(CCCNC(=O)Nc3ccccc3)CC2)cc1
59*	2	6	0	3	-22	9	0	2	CC(C)C(c1nnnn1C1CCCCC1)N1CCc2ccccc21 (stereo unspecified)
21	51	-4	-6	-34	1	0	-4	5	CCNc1nc(N)c(C(=O)c2ccc(Cl)s2)s1
3	-16	-9	-1	·	-3	-1	1	0	NC(=O)CC[C@@H]1NC(=O)C(Cc2ccc(O)cc2)NC(=O)c2cc([N+](=O)[O-])cc(F)c2NCCC[C@@H](C(N)=O)NC1=O (stereo partly specified)
31	19	-5	0	·	30	·	-1	2	NS(=O)(=O)c1ccc(NC(=O)COc2ccc(C(=O)c3ccc(F)cc3)cc2)cc1
-11	-1	-3	0	-17	-2	11	-3	0	O=C(COC(=O)c1cc(=O)[nH]c2ccccc12)NC1CCCCCCC1
-9	-13	-5	1	-15	3	1	-3	-3	CCC(C)n1c(-c2cc(OC)c(OC)c(OC)c2)nc2nc3ccccc3nc21 (stereo unspecified)
-14	-8	-12	0	-5	0	-1	1	5	Cc1c(C(=O)Nc2ccncc2)sc2nc(-c3ccc(F)cc3)cn12
-33	3	2	-3	-11	-6	3	-1	2	O=C(Cc1ccc(F)cc1)N1CCN=C1SCc1cccc([N+](=O)[O-])c1
-8	-13	3	1	-79	0	5	1	1	CC1CCN(C(=O)CN(c2ccccc2)S(=O)(=O)N(C)C)CC1
5	-36	-8	41	-12	0	-1	24	-2	Cc1ccc(N2C(=O)C(Cl)=C(N3CCN(C)CC3)C2=O)c(C)c1
-8	0	-14	0	-9	3	·	0	-9	Cc1onc(-c2ccccc2)c1C(=O)N/N=C/c1cccs1
9	-29	-1	-1	-22	4	-2	-2	5	COC(=O)NNC(=O)c1ccc(C(C)(C)C)cc1
-1	7	-5	-4	-14	-3	-3	-3	3	Cc1nc2ccc(NC(=O)Cc3cccs3)cc2s1
10	22	-1	-5	-11	1	-8	-4	1	Cc1cc(NCc2ccccn2)ccc1Br
-6	-13	0	1	1	25	10	0	-1	CC(C)Cn1c(-c2csc(C(C)C)c2)n[nH]c1=S
9	-4	3	-6	8	0	-7	1	3	COc1ccc(-n2c(SCC(=O)NNC(=O)c3ccccc3C)nnc2-c2ccncc2)cc1
1	-9	-6	-47	-17	4	7	-16	4	COCCN1C(=O)/C(=C/c2ccc(N3CCCC3)cc2C)SC1=S
-3	-13	-13	3	-15	21	-3	1	-4	CC(=O)c1cccc(NC(=O)Cn2nc(-c3ccccc3Cl)ccc2=O)c1
2	21	-41	5	·	-1	3	3	3	Cc1ccc(S(=O)(=O)Nc2ccc(-c3csc(-c4ccccc4)n3)cc2)cc1
-4	-6	-17	2	-14	2	0	1	-4	COc1ccccc1C(=O)NNC1CC(=O)N(c2ccc3c(c2)OCCO3)C1=O (stereo unspecified)
8	-28	-2	32	-5	15	1	17	6	O=C(Oc1ccc2c3c(c(=O)oc2c1)CCCC3)c1cccs1
-13	-35	-16	2	-1	-2	9	0	-5	COc1cccc(/C=C/C(=O)OCC(=O)Nc2ccc(S(=O)(=O)N3CCCC3)cc2)c1
-11	-20	1	1	-10	-3	15	0	-1	CCOC(=O)c1ccc(S(=O)(=O)NNC(=O)c2cccc(N(C)C)c2)cc1
3	-3	-11	3	-8	25	-2	0	4	Cc1c(CCO)c(=O)[nH]n1S(=O)(=O)c1ccccc1
-7	9	-3	3	-5	8	7	-2	-5	Cc1ccc(CNC(=O)C2CC(=O)OC23CCCC3)c(C)c1 (stereo unspecified)
0	-19	5	3	-21	7	-1	0	3	COc1ccccc1OC1=NS(=O)(=O)c2ccccc21
1	19	-1	3	·	16	·	2	4	O=C(CCNC(=O)c1ccccc1Cl)Nc1cc(S(=O)(=O)N2CCOCC2)ccc1N1CCOCC1
-11	3	-4	4	-7	7	-1	3	0	O=C(NNC(=S)NC1CCCCC1)c1cccc(S(=O)(=O)Nc2ccccc2Cl)c1
4	5	1	-4	-14	5	28*	5	1	Cc1ccc(C(C(=O)NC2CCCCC2)N(Cc2ccco2)C(=O)C2COc3ccccc3O2)o1 (stereo unspecified)
-22	-18	-2	-3	-6	-1	5	1	-2	Cc1ccccc1C(=O)NNC(=O)C(=O)Nc1cccc(Cl)c1C
-10	-14	5	-1	-6	18	3	0	1	COC(=O)c1ccc(OC(=O)C23CCC(C)(C(=O)O2)C3(C)C)cc1 (stereo unspecified)
7	-8	-2	6	4	-2	6	22	2	COc1ccc(N2CCN(C(c3cc(OC)ccc3OC)c3nnnn3Cc3ccco3)CC2)cc1 (stereo unspecified)
-1	21	5	5	-12	3	-2	2	2	O=C(CSc1ccc2nnc(-c3ccc(F)cc3)n2n1)NCC1CCCO1 (stereo unspecified)
6	3	-6	1	-20	16	·	-1	4	CCCCC(=O)Nc1ccc2c(c1)nc(CCN1CCN(C)CC1)n2C
14	1	-3	2	-9	3	0	0	0	COc1ccc(C(=O)CSc2nnc(CC(=O)Nc3ccccc3OC)n2C)cc1
-6	1	-6	1	-6	29	·	-4	3	Cc1cc(C)c2oc(C(=O)N(Cc3cccs3)C3CCS(=O)(=O)C3)cc(=O)c2c1 (stereo unspecified)
-6	-7	-1	-8	-11	-3	-2	-1	-5	Cc1nc2sc3c(c2c(=O)[nH]1)CCC3
13	-7	-1	3	-6	1	2	0	-1	CC(C)(C)C1CCc2[nH]nc(C(=O)O)c2C1 (stereo unspecified)
-1	13	-9	·	-6	20	2	·	1	COc1ccc(OC)c(-c2nc(CN(C)C(C)c3ccncn3)c(C)o2)c1 (stereo unspecified)
-6	-21	-4	2	-1	-5	4	-7	-4	CC(C)c1cc(C(=O)N2CCN(C(c3ccccc3)c3ccccc3)CC2)no1
2	-20	-3	-3	-16	3	1	0	0	CCOc1ccc(N(CC(=O)Nc2ccc3c(c2)OCCO3)S(=O)(=O)c2c(C)noc2C)cc1
-2	-1	-4	0	-14	-20	0	0	5	O=c1c(Cc2ccccc2)c(O)nc2n1CCCS2
-7	1	-4	2	-3	0	8	-1	-3	O=C(NN1CCN(Cc2ccccc2Cl)CC1)c1ccc(Br)cc1
4	17	5	2	-2	4	-2	-1	1	CCOc1ccc(NC(=O)c2ccc(C#CC(C)(C)O)cc2)cc1

# Limited to NPY1 pot ag and NPY2 pot ag (3 entries from above):
structure,NPY1 pot ag,NPY2 pot ag
NC(=O)CC[C@@H]1NC(=O)C(Cc2ccc(O)cc2)NC(=O)c2cc([N+](=O)[O-])cc(F)c2NCCC[C@@H](C(N)=O)NC1=O (stereo partly specified),-16,3
NS(=O)(=O)c1ccc(NC(=O)COc2ccc(C(=O)c3ccc(F)cc3)cc2)cc1,19,31
O=C(COC(=O)c1cc(=O)[nH]c2ccccc12)NC1CCCCCCC1,-1,-11

# (cont.)
NPY2 pot ag	NPY1 pot ag	RBBP9 inh	Runt-SMMHC FRET	MDM2 E3 inh	Hck Nef HTS	NPY-Y1 antag	Runt-CBFb FRET	p97 inhibitor	smiles
10	5	1	0	-2	2	3	1	1	CCc1ccc(NC(=O)CSc2nnc(-c3ccccn3)n2C)cc1
2	-32	-9	-3	-15	1	17	1	-4	C=CCn1c(SCCCCCC)nc(O)cc1=O
-3	-6	-8	2	-4	5	·	-3	-7	CCCc1cnc(N2CCN(C(=O)c3c(-c4ccccc4)noc3C)CC2)nc1
-9	6	0	-1	-6	1	6	1	7	CC(C)C(NC(=O)/C=C/c1ccc(F)cc1)C(C)C
-7	-10	-2	-2	19	27	4	-6	-3	O=C(CN1CCCc2ccccc21)NCCc1ccc(Cl)cc1
-3	-3	-3	2	-7	-1	5	1	-6	COC(CNc1cc(=O)oc2ccccc12)OC
-17	-4	0	2	-5	4	9	-2	-1	Clc1ccc(CN=C(Nc2ccccc2)NC2CCCCC2)cc1
-6	13	-11	1	-20	1	-6	-1	4	CCC(c1nnnn1CS(=O)(=O)c1ccc(C)cc1)N1CCN(c2nc3ccccc3s2)CC1 (stereo unspecified)
-26	11	-13	1	-11	9	0	0	-8	CC1=C(C(=O)OCCOc2ccccc2)C(c2ccsc2)NC(=O)N1C (stereo unspecified)
-9	-10	-4	-5	-12	0	3	1	0	CC(C)COC(=O)CNc1n[nH]c(=S)[nH]c1=O
-5	15	-2	-2	-15	27	20*	-2	4	CCN(CC)S(=O)(=O)c1ccc(C)c(NC(=O)c2cc(C)oc2C)c1
2	3	2	3	-2	1	-5	-2	0	CCOC(=O)C1CCN(C(=O)c2ccccc2N(C)S(=O)(=O)c2ccccc2)CC1
-2	-2	-5	-3	-36	-20	-1	6	-2	CC1=CC(=O)C=C(C)C1=NOS(=O)(=O)c1ccccc1
4	-11	2	3	-24	-2	6	-1	-2	CCCCNc1oc(-c2cccs2)nc1S(=O)(=O)c1ccccc1
7	7	-5	-2	-7	7	·	0	3	Cc1ccc(NC(=O)CSc2nnc(CCC(=O)O)c(=O)[nH]2)cc1
-6	3	-5	1	-9	2	·	1	6	O=C(CSc1nc2ccccc2s1)Nc1ccc(C(=O)O)cc1
-4	-5	3	0	-14	-1	0	-1	5	O=C(COc1ccccc1O)c1cccs1
-4	-14	-1	-3	-10	-1	0	0	-3	O=C(CN(Cc1cccs1)C(=O)CCC(=O)Nc1nccs1)NCc1ccccc1
